NPR2 activator = GC-B (human) receptor activation | HEK293-GC-B cells, CNP EC30, cGMP TR-FRET; 0% at EC30 CNP, 100% saturating CNP | activation, % at 10 µM | 370,000 compounds, 0.11% hits | AID 1920062;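 active means activation at 10 µM reaching about 35% in either raw or pattern-adjusted values, limit read from the data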
ARFGAP1 inhibitor = inhibits rat ARF GTPase activating protein 1 | Arfgap1-stimulated ARF1 GTP hydrolysis, GDP FP detection | Q62848 | inhibition, % at 16.5 µM | 360,000 compounds, 0.26% hits;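 active means inhibition above a per-plate limit, mean inhibition of low control wells plus 3 SD, cut at about 25% in these data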;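 further: 0% = DMSO wells with enzyme and 100% = wells lacking Arfgap1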
Target sequence (Q62848 1-136 limits assumed): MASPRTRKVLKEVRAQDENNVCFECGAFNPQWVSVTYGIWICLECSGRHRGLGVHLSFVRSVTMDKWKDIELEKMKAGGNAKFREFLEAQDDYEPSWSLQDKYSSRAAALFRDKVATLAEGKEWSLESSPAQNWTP
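Assay system: purified rat His6-Arfgap1 residues 1-136 (GAP domain); Reagent: human Δ17 ARF1 bound to GTP; Dosing: 16.5 µM single point, 1.26% DMSO; Times: GTP hydrolysis reaction 2 h at 25 °C; Signal: FP, GDP Alexa 633 tracer displaced from anti-GDP antibody, 620/688 nm; Measure: % inhibition from polarization.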
ABHD4 inh = inhibits mouse alpha/beta hydrolase domain 4; 370,000 compounds, 0.54% hits; purified mABHD4, FP-Rh probe fluorescence polarization; inhibition, % at 8.92 µM;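 active means inhibition exceeding the mean over every tested compound plus 3 SD, cut at about 30% in these data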;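 further: 0% = plate median of compound wells and 100% = S159A mutant with DMSO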
Target sequence (Q8VD66 whole entry, looked up, the tested form may be a part): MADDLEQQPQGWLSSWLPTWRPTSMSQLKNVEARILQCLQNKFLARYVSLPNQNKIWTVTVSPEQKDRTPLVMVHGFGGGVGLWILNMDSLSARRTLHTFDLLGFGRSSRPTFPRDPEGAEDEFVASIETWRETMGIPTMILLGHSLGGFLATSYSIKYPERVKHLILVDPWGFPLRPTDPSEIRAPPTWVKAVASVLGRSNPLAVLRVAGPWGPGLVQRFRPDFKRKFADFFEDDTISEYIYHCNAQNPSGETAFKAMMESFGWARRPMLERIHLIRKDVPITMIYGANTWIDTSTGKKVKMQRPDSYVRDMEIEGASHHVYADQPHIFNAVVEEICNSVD
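System: mouse ABHD4 enzyme, wild type / Medium: HEPES pH 7.0, NaCl, Pluronic buffer / Reagent: FP-Rh activity-based fluorescent probe / Control set: S159A mutant high control, sample median low control / Detection: fluorescence polarization with parallel and perpendicular emission, 525/598 nm / Schedule: 45 min + 60 min at 25 °C / Compound dosing: 8.92 µM, single dose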
HTRA1 inhibitor = HTRA1 (human) protease inhibition | inhibition, % at 5.96 µM | 340,000 compounds, 0.5% hits | AID 504803 | recombinant HTRA1, FP-rhodamine activity-based probe, fluorescence polarization; in the data active means inhibition above about 36%;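 further: 0% = enzyme with DMSO and 100% = wells lacking enzyme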
Target sequence (Q92743 whole entry, looked up): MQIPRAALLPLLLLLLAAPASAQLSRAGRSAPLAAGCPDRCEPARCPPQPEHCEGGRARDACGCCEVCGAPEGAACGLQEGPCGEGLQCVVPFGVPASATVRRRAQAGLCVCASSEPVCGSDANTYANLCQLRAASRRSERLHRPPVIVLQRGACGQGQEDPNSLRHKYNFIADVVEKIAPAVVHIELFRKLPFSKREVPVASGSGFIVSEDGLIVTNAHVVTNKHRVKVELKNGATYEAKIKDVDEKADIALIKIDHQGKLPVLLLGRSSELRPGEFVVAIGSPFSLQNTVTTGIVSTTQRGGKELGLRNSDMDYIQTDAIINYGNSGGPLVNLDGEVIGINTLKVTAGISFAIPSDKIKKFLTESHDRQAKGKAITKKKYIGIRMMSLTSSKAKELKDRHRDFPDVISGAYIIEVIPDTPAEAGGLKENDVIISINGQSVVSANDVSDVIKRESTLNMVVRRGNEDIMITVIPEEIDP
SMARCA2 activ = activators of SMARCA2 function. MG213 cells, MMTV-luciferase reporter, dexamethasone, overnight. activation, % at 9.1 µM. 370,000 compounds, 1% hits. AID 652017; in the data active means activation above about 7.8%;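 further: 0% = vehicle wells and 100% = reference activator wells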
ASAP1 inh = ASAP1 ArfGAP inhibition. 360,000 compounds, 0.19% hits. AID 624377. ASAP1-stimulated ARF1 GTP hydrolysis, GDP FP detection. inhibition, % at 16.5 µM. Q9ULH1; in the data active means inhibition above about 25%;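 further: 0% = vehicle with enzyme and substrate and 100% = no enzyme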
GC-A act = GC-A (human) enzyme activation; activation, % at 10 µM; HEK293 GC-A cells, cGMP TR-FRET, EC30 ANP; 0% at EC30 ANP, 100% saturating ANP; 370,000 compounds, 0.14% hits; P16066; in the data active means activation above about 40%
Rev-erbA mod = Rev-erb alpha (human) modulation. P20393. Rev-erbα–FITC-DNA binding, fluorescence polarization, 90 min. activity, % at 10 µM. 370,000 compounds, 0.79% hits. AID 1259318;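 active means activity above about 14%, limit read from the data; passing the limit was not always enough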;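 further: 0% = DMSO wells with 35 nM protein and 100% = DMSO wells with 750 nM protein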
PG9 binder = PG9 antibody binding by small molecule | inhibition, % at 6.7 µM | TR-FRET gp120-PG9 antibody binding | 360,000 compounds, 0.43% hits; in the data active means inhibition above about 8.5%
rCAG RNA binder = molecules binding r(CAG) RNA repeats; inhibition, % at 3 µM; 370,000 compounds, 1.3% hits; AID 651821; r(CAG) RNA repeat, TO-PRO-1 dye displacement fluorescence;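 active means inhibition above the plate cutoff, the mean of all test compounds on that plate plus 3 SD, cut at about 35% in these data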;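 further: 0% = DMSO alone and 100% = 100 µM mitoxantrone as full dye displacement; higher means more dye released from RNA so lower well fluorescence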
Active calls of the source: *; / = not tested or not shown.

Results follow in this order: NPR2 activator, ARFGAP1 inhibitor, ABHD4 inh, HTRA1 inhibitor, SMARCA2 activ, ASAP1 inh, GC-A act, Rev-erbA mod, PG9 binder, rCAG RNA binder
1	Cc1ccc(-c2ccc(CN3C(C(C)C)C(=O)N(Cc4cn(CCC5OCCCO5)nn4)CCS3(=O)=O)cc2)cc1 (stereo unspecified)
    -5, 4, -20, -30, -3, 10, -2, -3, -0.3, 11
2	CN(C=[N+](C)C)c1cccc2c1C(=O)c1ccccc1C2=O
    1, -4, 8, 10, 1, 3, 10, 9, -2.3, -9
3	O=C(OC1CCCCC1=O)c1cc(S(=O)(=O)N2CCOCC2)ccc1F (stereo unspecified)
    8, -5, 4, -3, -2, 1, -1, 5, -0.2, -5
4	CCOc1ccc2nc(N3CCC(C(=O)N4CCN(c5ncccn5)CC4)CC3)sc2c1
    1, 5, -1, 4, 0, 1, 4, -2, 1.9, -2
5	COc1ccc(C(C(N)=O)c2ncc(C(F)(F)F)cc2Cl)cc1OC (stereo unspecified)
    4, -6, -2, 0, 0, 5, 0, -1, 0.4, -3
6	COc1cc(/C=C2\SC(=Nc3ccc(O)cc3)NC2=O)cc(OC)c1O
    4, -4, -10, -57, 7, -4, -3, 2, -13, 16
7	O=C(NC1CCN(S(=O)(=O)c2ccccc2C(F)(F)F)CC1)c1ccco1
    5, -9, -3, -2, 1, -4, 1, 3, -1.7, -3
8	COc1cccc(NC(=O)CN(C)C(=O)c2ccc(NC3CC3)c([N+](=O)[O-])c2)c1
    -6, 4, -4, -5, -4, -15, -3, -4, 0.0, 2
9	COc1ccc(CNC(=S)Nc2cccc(OC)c2)cc1
    -6, 4, 1, 0, 1, 2, 2, -2, 1.4, -2
10	Cc1cccc(N2CCCC2=Nc2ccc(Br)cc2C#N)c1
    2, 2, 1, -7, -3, 9, -2, 6, 1.8, -2
11	O=C(Nc1cccc(-c2cccc(Cl)c2)c1)C1CCN(Cc2ccc(CO)o2)CC1
    -3, -2, 3, -13, -2, 14, 1, -6, 0.0, -7
12	CCn1c(C)nc2cc(C(=O)N/N=C/c3ccc(OC)cc3)ccc21
    0, 11, 3, /, -1, -1, 2, 2, -0.2, -4
13	COc1ccc2c(CN3CCOCC3)cc(=O)oc2c1
    1, 5, 1, /, -1, 4, 4, -9, -0.4, 2
14	Cc1cc(C(=O)N/N=C\c2cc(C(C)(C)C)c(O)c(C(C)(C)C)c2)n[nH]1
    5, 9, -4, -27, -1, 10, 4, 0, -1.6, -2
15	O=C(CSc1nnc(C2CC2)n1Cc1ccccc1)c1cc2ccccc2o1
    -6, -16, -20, -27, -2, -13, 0, 0, 0.2, 8
16	CC1CCCN(C(=O)CCc2ccccc2)C1 (stereo unspecified)
    -2, 10, 3, 3, -2, 20, 1, -4, -1.1, -2
17	Cc1nc(SCC(=O)NNC(=O)c2cccs2)[nH]c(=O)c1C
    1, -14, -3, 5, 3, -9, 0, 0, 0.5, -1
18	CCOc1ccccc1N(CC(=O)NC1CCCC1)S(=O)(=O)c1ccc(C)cc1
    -9, 3, 1, -10, 2, -5, -17, 1, 0.1, -1
19	CC(=O)c1ccc(S(=O)(=O)NCc2ccc(C(=O)N(C)CC(=O)Nc3cccc(F)c3)cc2)cc1
    2, -4, -4, -6, -4, 3, 2, -1, -2.0, 7
20	O=C(c1ccc2nc(N3CCCCC3)sc2c1)N1CCN(c2ccccn2)CC1
    0, 0, 8, -13, 4, -7, -4, -4, 0.2, 0
21	CC1=Nc2ccccc2N=C(NC(=O)CSC(=S)N2CCCCC2)C1c1ccccc1 (stereo unspecified)
    -7, 0, 2, -16, -5, 14, -9, 10, -1.7, 3
22	Cc1cc(NS(=O)(=O)c2ccc(NC(=O)CSc3nnc(-c4ccco4)n3N)cc2)nc(C)n1
    3, 0, 0, 2, -2, -6, -1, -5, -1.3, 0
23	CCCn1c(-c2cc(OC)c(OC)c(OC)c2)nc2c1c(=O)[nH]c(=O)n2Cc1ccccc1
    -2, 10, 6, -2, -3, -1, 0, 5, -1.2, -1
24	Cc1cccc(NC(=O)C2CC(=O)OC23CCCCC3)c1 (stereo unspecified)
    1, -6, 2, -4, -3, 4, -2, 1, 0.3, -2
25	CC(CN1C(C)CCCC1C)OC(=O)c1cccc(F)c1 (stereo unspecified)
    6, 9, 8, -1, -1, 16, 0, 4, -0.3, -4
26	CCOC(=O)Cc1csc(NC(=O)c2sc3nc4ccc(C)cc4cc3c2N)n1
    3, 14, 36*, -17, 4, 7, 19, -1, -2.0, 21
27	O=C(COC(=O)c1c2ccccc2cc2ccccc12)Nc1ncc(C(F)(F)F)cc1Cl
    12, -1, -16, -7, -2, 0, -1, 7, 1.1, 8
28	COc1ccccc1N1CCN(Cc2nc3ccsc3c(=O)[nH]2)CC1
    2, 17, 5, 3, 2, -2, -2, -3, 1.8, -3
29	CCOC(=O)c1[nH]c2ccc(OCC)cc2c1CCCN1C(=O)c2ccccc2C1=O
    0, 10, -1, 2, 1, 3, -3, 13, -2.9, 2
30	Cc1ccc(S(=O)(=O)NC2=NCN(CCOC(=O)c3ccccc3)CN2)cc1
    -2, 10, 3, -9, -4, 16, -3, -1, 0.9, -5
31	CCc1cccc(Nc2cc(C)n(-c3cccc(CC)c3)c(=O)c2)c1
    2, -2, -7, /, -1, -7, 3, 2, -0.7, 2
32	Cn1c(NC(=O)c2cccs2)c(-c2cccs2)c(=O)c2ccccc21
    -1, 13, 1, 14, -4, -4, -2, -4, -1.2, 8
33	Cc1ccc(S(=O)(=O)N2CCC(C(=O)N[C@@H](C)C(=O)NC3CCS(=O)(=O)C3)CC2)cc1 (stereo partly specified)
    1, 3, 6, /, -1, 2, 4, 1, -3.0, 2
34	CCC(CC)c1nc2cc(OC)c(OC)cc2c(=O)o1
    1, 6, 5, -3, -4, -6, -1, -5, 0.2, 4
35	CCCCn1c(N)c(N(CC(C)C)C(=O)c2ccc([N+](=O)[O-])o2)c(=O)[nH]c1=O
    2, 4, -4, 10, 1, 3, 0, 4, -0.1, -1
36	O=C(/C=C(\Nc1ccc(F)cc1)c1ccccc1)c1ccccc1
    -3, -7, 4, /, 3, 7, -6, 2, 1.1, 4
37	COc1ccc2ncc(S(=O)(=O)c3ccccc3)c(N3CCC4(CC3)OCCO4)c2c1
    -3, 2, -6, -7, -2, 4, -2, 2, 0.6, -4
38	CC(C)(C)NC(=O)c1ccc(NC(=O)c2ccccc2-c2ccccc2C(=O)O)cc1
    3, -3, 4, 0, 0, 9, 4, 2, -0.5, 8
39	CCc1ccc(NC(=O)Cn2nc(C)c([N+](=O)[O-])c2C)cc1
    0, 14, 2, -3, 2, 5, -1, -5, 0.6, 1
40	O=C(NC12CC3CC(CC(C3)C1)C2)N1CCN(C(=O)c2ccco2)CC1
    4, -4, 4, 1, -6, -6, 15, 4, 1.3, -3
41	CCOC(=O)/C(C#N)=C/c1cn(CCC(=O)O)nc1-c1ccc(OC)cc1
    -6, 14, 1, 8, -4, 5, -2, -1, 4.2, 15
42	CCC(C)Nc1nc2c(c(=O)[nH]c(=O)n2C)n1CCC(C)C (stereo unspecified)
    -8, -4, -6, 1, -7, 2, 4, 3, -0.7, -3
43	Oc1ccc(-c2cnc3ccccc3n2)cc1
    -8, 8, -7, -7, 4, -4, -2, 1, 0.6, 4
44	Cc1nc2[nH]c(=S)[nH]c2cc1Br
    0, 10, 6, -4, 0, -11, 1, -3, -4.0, -1
45	O=C1NC(=O)/C(=C/c2cccc(O)c2)N1
    0, 0, 4, 3, -1, 10, -1, 1, -1.1, 7
46	S=C(NC1CC1)NC1CCCc2ccccc21 (stereo unspecified)
    1, -3, -2, -23, 0, -6, -1, -1, -0.9, -2
47	COCCNC(=O)CSc1nc2c(n1-c1ccccc1)CCCC2
    5, 3, 5, 1, 1, 0, 0, -3, -2.3, -3
48	CCOC(=O)C1CCc2sc(N)c(C#N)c21 (stereo unspecified)
    6, 7, 15, 3, -3, 4, -1, 0, -0.8, 5
49	O=C(NN1CC(=O)N(c2cc(Cl)cc(Cl)c2)CC1=O)c1cccs1
    -1, 8, -1, 7, -5, 11, -4, -3, -3.4, 5
50	CC1CCCN(C(=O)c2ccc([N+](=O)[O-])o2)C1 (stereo unspecified)
    9, 11, 2, 8, 3, -7, 3, -1, -2.5, 2
51	O=C(Cn1cncn1)NCc1cccc2ccccc12
    2, 22, 1, 6, 2, 12, 7, 2, -3.4, -1
52	NS(=O)(=O)c1ccc(NC(=O)c2c(Cl)cccc2Cl)cc1
    1, 4, 6, 8, -1, 0, 0, -2, -0.3, -1
53	O=C(CN1C(=O)NC2(CCCCC2)C1=O)N1CCN(S(=O)(=O)c2cccc(F)c2)CC1
    0, 9, -6, -2, -2, 4, 2, 7, -1.0, -1
54	C[C@@H](NC(=O)Cn1ccc(N)nc1=O)c1cccc2ccccc12
    0, 5, -1, -1, -1, 5, 2, -4, 1.2, 2
55	CC(=O)Oc1ccc(Oc2ccc(-c3noc(C)n3)cc2)cc1
    2, 0, -4, 11, 3, -9, -1, 7, -0.8, -6
56	CC(=O)CCC(=O)OCC(=O)Nc1ccc(SC(F)F)cc1
    -6, 4, 1, 1, -4, 7, 0, 1, 1.5, -2
57	CC1=CC(=C(C#N)c2nc3ccccc3s2)C=C(C)N1c1ccc(F)cc1F
    -8, -3, -2, 0, 5, 3, -4, 3, -2.7, 5
58	Cc1cccc2sc(NC(=O)[C@@H]3CCCN3C(=O)c3cccs3)nc12
    7, 10, -7, -5, 1, 7, 6, 1, -0.1, 1
59	CC(C)(C)c1cc(C(=O)N/N=C/c2ccc(F)cc2)n(-c2ccccc2)n1
    /, 8, -5, -21, -3, 2, /, /, 2.3, -5

From PubChem
